a7 integrin act = activates integrin-mediated alleviation for muscular dystrophy | Potency, µM (doses to about 38.3 µM), without a hit: top-dose activation, most hits filed as activators | 0.064% of 350,000 active | alpha7betagal myoblasts, beta-gal FDG fluorescence, 48 h;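 note: potency is the fitted concentration of half-maximal effect; 100% = response of the positive control SU9516; nearly all actives have a fitted effect of over 60% in size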
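alpha7betagal+/- myoblasts (passage 13, 250/well) treated 48 h at 37C with compounds at 1:260 dilution of DMSO stock. Lysed, then beta-galactosidase activity read as FDG fluorescence (ex 480/em 540) after 30 min, with pre-read for autofluorescence.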
B2AR arrestin = beta2AR (human) beta-arrestin recruitment activity; beta-arrestin recruitment to beta2AR, cell-based reporter; 0.02% of 330,000 active; P07550; Potency, µM (top dose mostly 46.1 µM), inactives show top-dose activation, most hits filed as activators; AID 492947;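 note: potency is the fitted concentration of half-maximal effect; 0% = DMSO controls and full agonism = EC100 isoproterenol or metaproterenol; nearly all actives have a fitted effect of over 65% in size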
Target sequence (P07550 whole entry, looked up): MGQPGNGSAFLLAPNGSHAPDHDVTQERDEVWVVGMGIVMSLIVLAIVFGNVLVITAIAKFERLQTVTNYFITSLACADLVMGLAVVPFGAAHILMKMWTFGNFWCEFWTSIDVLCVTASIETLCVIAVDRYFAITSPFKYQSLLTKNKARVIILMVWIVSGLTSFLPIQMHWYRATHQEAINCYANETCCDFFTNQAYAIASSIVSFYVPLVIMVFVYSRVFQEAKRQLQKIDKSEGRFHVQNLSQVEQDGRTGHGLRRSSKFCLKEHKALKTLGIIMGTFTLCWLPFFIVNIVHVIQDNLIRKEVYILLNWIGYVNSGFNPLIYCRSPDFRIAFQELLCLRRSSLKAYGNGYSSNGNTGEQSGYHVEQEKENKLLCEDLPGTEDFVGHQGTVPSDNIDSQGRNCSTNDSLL
p53 reactivation = re-activators of mutant p53. H1299 p53-A138V BP100-luciferase reporter, luminescence, 24 h. Potency, µM (highest dose often 92.2 µM), inactives show at the top dose activity change, positive = activation, usual class: activators. 0.063% of 320,000 active. AID 504706; note: potency is the fitted concentration of half-maximal effect; % of control where 0% means no effect; nearly all actives have a fitted effect of over 45% in size
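H1299 (p53-null), stable ts p53-A138V + BP100-Luc; 1000 cells/well, Opti-MEM/10% FBS; cpd 4 pt, 1:5; 24 h, 37 deg C, 5% CO2; detection reagent 10 min RT; luminescence.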
ELG1 repair inh = ELG1-dependent DNA repair inhibition. Potency, µM (highest dose often 46.1 µM), for inactives: top-dose activity change, negative = inhibition, most hits filed as inhibitors. HEK293T ELG1-luciferase reporter, luminescence, 16 h; DNA damage induced by 5-fluorouridine. 2.3% of 330,000 active; note: potency is the fitted concentration of half-maximal effect; % is set by controls: 0 for no effect and ±100 for the full control effect; nearly all actives have a fitted effect of over 55% in size
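Quantitative HTS, concentration-response format. 2,000 cells/well co-treated with 5-fluorouridine and compound, 16 hr in 5% CO2 at 37 °C; ONE-Glo luminescence read after 30 min.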
A-T KAP1 phos = candidate therapy for ataxia-telangiectasia. […] A-T fibroblasts, KAP-1 phosphorylation AlphaLISA; neocarzinostatin DNA damage 30 min before lysis. Potency, µM (highest dose often 57.5 µM), for inactives: at the highest dose activation, usual class: activators. 0.19% of 320,000 active. AID 485349; note: potency is the fitted concentration of half-maximal effect; % of control where 0% means no effect; nearly all actives have a fitted effect of over 45% in size
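hTERT-immortalized A-T patient fibroblasts ([…]), 500 cells/well in OPTI-MEM, 1% FBS, got compounds for 60 min, then NCS for 30 min at 37C. Lysates were then assayed for phospho-KAP-1 by AlphaLISA (anti-pKAP1 donor, anti-KAP1 acceptor beads), 6 hr at 25C.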
CXXC DNA block = inhibitors of human MLL CXXC domain-DNA interaction | Q03164 | MLL-CXXC / FITC-HOXA9 DNA fluorescence polarization | Potency, µM (titrated, usually from 115 µM), without a hit: at the top dose activity change, negative = inhibition, usual class: inhibitors | 0.037% of 290,000 active; active = well fitted inhibition curve with a large enough effect in the polarisation, with a control signal flat, not every such curve was filed as active; inconclusive = small, poorly fitted or top-dose-only effect, or effect the other way, or a change in a side signal; inactive = no such curve, though single readings can be large or run the other way; the % refers to the polarisation; note: potency is the fitted concentration of half-maximal effect
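Fluorescence polarization: 7 uM MLL-CXXC (stock) preincubated 5 min with compounds, then 50 nM fluorescein-HOX-A9 DNA (stock) added; 30 min ambient. Buffer 50 mM Tris-HCl pH 7.5, 50 mM NaCl, 1 mM DTT, 0.05% BSA.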
BRCA1 expr act = increases BRCA1 expression | AID 624202 | Potency, µM (highest dose often 46.1 µM), without a hit: at the highest dose activation, actives largely listed as activators | MCF7-BRCA1-FFLuc reporter, luminescence, 48 h; response scale: scaled: vehicle 0%, 10 µM genistein 100% | 1.1% of 380,000 active; note: potency is the fitted concentration of half-maximal effect; nearly all actives have a fitted effect of over 80% in size; some results filed as inactive show a strong effect at the top dose
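Activators of BRCA1 expression were detected as increased firefly luciferase luminescence in engineered MCF7 cells after 48 h compound incubation. Signals were scaled to genistein 10 microM as full activation.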
TRPV1 ag = agonists of human vanilloid receptor 1 (TRPV1). Q8NER1. TRPV1-expressing cells, Fluo-8 calcium influx, agonist mode. activation, % at 8.33 µM. 0.19% of 320,000 active; in the data active = activation above about 80%; inconclusive = between about 30% and that limit; note: 0% is about no effect
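Cells expressing TRPV1 were dye-loaded with Fluo-8 and read kinetically: 10 s baseline, 3 min after compound (agonist portion), then 2 min after EC20 capsaicin (allosteric enhancer portion). Calcium-bound dye fluorescence at 480/520 nm.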
PTAP TSG101 blk = blocks PTAP/TSG101 interaction to inhibit HIV-1 budding | Q99816 | Fluorescence polarization, FITC-PTAP peptide / Tsg101 binding | Potency, µM (doses to about 115 µM), for the others: at the top dose activity change, negative = inhibition, usual class: inhibitors | 340,000 tested, under 10 active | AID 493005; active = well fitted inhibition curve with a large enough effect in the main read-out, with a control signal flat, not every such curve was filed as active; inconclusive = small, poorly fitted or top-dose-only effect, or effect the other way, or a change in a side signal; inactive = no such curve, though single readings can be large or run the other way; note: potency is the fitted concentration of half-maximal effect; % of control where 0% means no effect
Target sequence (Q99816 whole entry, looked up): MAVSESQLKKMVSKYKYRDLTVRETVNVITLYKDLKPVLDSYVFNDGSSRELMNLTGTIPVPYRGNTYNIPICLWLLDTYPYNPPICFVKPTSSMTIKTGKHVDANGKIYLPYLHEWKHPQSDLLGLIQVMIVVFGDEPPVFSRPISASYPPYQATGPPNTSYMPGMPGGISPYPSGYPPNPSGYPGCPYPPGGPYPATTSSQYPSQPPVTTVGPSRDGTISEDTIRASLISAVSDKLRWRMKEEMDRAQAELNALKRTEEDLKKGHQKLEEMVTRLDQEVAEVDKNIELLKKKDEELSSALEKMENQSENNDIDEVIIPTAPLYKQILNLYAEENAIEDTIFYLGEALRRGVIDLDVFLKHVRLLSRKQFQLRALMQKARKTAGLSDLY
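Steps: Tsg101 binding domain dispensed (10 uM final), compounds pinned in DMSO, FITC-labeled PTAP-motif peptide added (50 nM final); after 20 min binding at room temperature, polarization measured.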
TCR act = T cell receptor activation; primary human leukocytes, anti-CD3, IL-2 HTRF, 48 h; Potency, µM (top dose mostly 9.22 µM), without a hit: at the highest dose activation of IL-2 secretion, hits mostly activators; 330,000 tested, under 10 active; AID 504894; note: % of control where 0% means no effect
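Using a-CD3 beads without co-stimulation, primary human leukocytes were exposed to compounds for 48 hr. An HTRF IL-2 kit measured the cytokine, with europium-to-d2 energy transfer producing emission at 665nm upon 320nm excitation.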
The depositor's hits bear a star; ? = inconclusive; nt = no result given; & = joins results of further samples; [ ] = dose if it differs, or a comment. Unless noted, calls come from the whole dose curve; as a rule, active = well fitted curve in the direction sought with a large enough effect; inconclusive = small, poorly fitted or top-dose-only effect, or another doubt; inactive = no such curve, though single readings can be large; an effect the other way counts as inactive or inconclusive.

Structure,a7 integrin act,B2AR arrestin,p53 reactivation,ELG1 repair inh,A-T KAP1 phos,CXXC DNA block,BRCA1 expr act,TRPV1 ag,PTAP TSG101 blk,TCR act
CCc1ccc(N(C(=O)c2csnn2)C(C(=O)NC2CCCCC2)c2cccnc2)cc1 (stereo unspecified),30%,-0.2%,-1%,4%,-4%,-13%,-7%,3,-5%,-3%
c1ccc(Cn2nnnc2C(c2ccccn2)N2CCN(c3ccccc3)CC2)cc1 (stereo unspecified),19%,-0.3%,-8%,-4%,0%,7%,-16%,0,-3%,-5%
Cc1ccccc1OCCn1c(S(=O)(=O)O)nc2c(N)ncnc21,-8%,-0.6%,-3%,12%,1%,-14%,-8%,-3,-3%,0%
FC(F)(F)c1cnc(Oc2cccc3ccccc23)c(Cl)c1,-4%,-1.0%,?,24%,0%,15%,-44%,-3,-1%,3%[46.1 µM]
CSc1nc(N)nc2c1ncn2CC(=O)NCC(c1ccccc1)c1ccccc1,-8%,4.9%,-5%,?,5%,nt,-3%,nt,0%,2%
CC[C@]12c3[nH]c4cc(CCC(=O)N(C)C)ccc4c3CCN1C(=O)[C@@H](CC(=O)NCCCN(C)C)C[C@@H]2C(=O)N1CCN(C(=O)C2CC2)CC1,7%,-0.4%,4%,?,12%,nt,12%,nt,-2%,-5%[46.1 µM]
Cc1ccc(-c2cc(C(=O)N/N=C/c3c(C)nn(C)c3C)c3ccccc3n2)cc1C,-4%,-0.7%,?,?,-4%,-8%,-89%,-2,2%,1%
COc1ccc(C(=O)Nc2ccccc2)cc1S(=O)(=O)NCc1ccco1,-6%,-0.3%,-6%,-4%,3%,1%,-28%,2,-6%,3%
CCCN(C(=O)C(C)Oc1cccc(Cl)c1)c1c(N)n(Cc2ccccc2)c(=O)[nH]c1=O (stereo unspecified),-9%,-0.6%,1%,-1%,-1%,-2%,-53%,7,1%,nt
CC(=O)N1CCN(S(=O)(=O)c2cccc(C(=O)Nc3cc(C(F)(F)F)ccc3N3CCOCC3)c2)CC1,0%,-0.8%,16%,1%,10%,-2%,-13%,-2,-1%,0%
O=[S@]1Oc2ccccc2-c2ccccc21,27%,nt,nt,nt,nt,nt,0%,nt,19%,-1%
CCOC(=O)CCCc1c[nH]c2ccccc12,16%,-0.2%,-3%,20%,2%,0%,1%,11,2%,-17%
O=C(NCCCNC(=O)c1ccccc1Cl)c1cnccn1,-3%,-0.3%,-2%,-3%,4%,1%,-14%,-3,-3%,0%
COc1ccc(C(=O)CC(=O)C(=O)NCCc2cccc(C)c2)cc1,-16%,2.6%,13%,-2%,-10%,0%,29%,-1,-1%,1%[46.1 µM]
O=C(N[C@@H]1C/C=C\C[C@H](CC(=O)N(CCO)Cc2ccccc2)C(=O)N[C@@H](Cc2ccccc2)COC1=O)OCC1c2ccccc2-c2ccccc21,-34%,-0.9%,-8%,1%,4%,nt,-56%,nt,1%,-5%
Cc1ccc(Oc2ccc3c(c2)C(=O)N(c2cccc4cccnc24)C3=O)cc1,17%,0.2%,7%,1%,2%,1%,21%,-6,-4%,1%
C/C(=N\NC(=O)c1cccc(O)c1)c1cccc(NC(=O)c2ccc(F)cc2)c1,-26%,-1.1%,10%,?,10%,7%,4µM*,26,-8%,4%
CCCc1cc(=O)n2[nH]c(NCc3ccc(OC)cc3)nc2n1,-6%,-0.3%,7%,5%,-5%,-5%,12%,3,-2%,-4%
Cc1ccc(-n2c(=O)c3sccc3n(CC(=O)NC3CCCC3)c2=O)cc1,-22%,-0.2%,1%,0%,-2%,30%,1%,-4,-2%,-2%
CCOC(=O)c1ccc(COc2ccc(C(C)C)cc2)o1,-13%,-0.3%,-8%,?,7%,-3%,?,9,-5%,-5%
O=C(NCCCc1ccccc1)C1CCC(CNc2c(N3CCCCC3)c(=O)c2=O)CC1 (stereo unspecified),3%,0.0%,1%,0%,5%,-11%,-18%,-1,-1%,2%
Cc1ccc(C)c(NC(=O)CN(C)C(=O)Cn2c(=O)oc3ccccc32)c1,-6%,-0.1%,-2%,12%,1%,nt,-18%,1,-1%,1%
CN1CCN(CCC(=O)Nc2ccccc2Cl)CC1,10%,-0.2%,-7%,0%,-1%,4%,5%,-1,3%,2%[46.1 µM]
Cc1cc(C)c(C)c(C(=O)COC(=O)CNC(=O)CN2C(=O)c3ccccc3C2=O)c1C,4%,-0.1%,-4%,1%,-2%,-5%,-12%,0,-1%,8%[46.1 µM]
CCOC(=O)c1c(C)nc(-c2ccccc2)nc1NC(C)=O,23%,-1.0%,12%,?,16%,8%,42%,-1,-14%,-6%
Cc1sc(Cc2nc(O)cs2)nc1-c1ccccc1,-22%,-0.1%,1%,-7%,3%,11%,0%,15,-10%,5%
Cc1cc(C)nc(SCc2ccc(C(=O)N/N=C/C3CCCCC3)cc2)n1,5%,-0.1%,-8%,-2%,-1%,11%,-1%,9,-4%,0%[46.1 µM]
C=CCNc1nc(-c2ccc(OC)cc2OC)cs1,20%,3.9%,?,?,7%,14%,61%,7,-1%,-23%
O=C(OCC(=O)N1CCOCC1)c1c(Cl)ccc(Cl)c1Cl,-8%,-0.2%,-2%,-13%,0%,0%,-38%,22,-1%,3%
CCCOc1ccc(CNC(=O)Cc2cccs2)cc1,2%,-0.8%,?,?,3%,8%,7.9µM*,?,-6%,0%
O=C(NCc1ccccn1)c1ccc(OC2CCN(Cc3ccc(F)cc3F)CC2)cc1,-12%,0.5%,-7%,?,-1%,1%,-27%,11,-5%,-1%
CCOC(=O)C1(S(=O)(=O)c2ccccc2)CCN(Cc2ccccc2)CC1,-20%,0.4%,4%,-14%,-1%,-1%,-28%,0,-4%,-1%
O=C(CSc1nnnn1-c1cccc2c1CCCC2)NC1CCCC1,23%,0.4%,-2%,-20%,4%,-3%,-15%,22,-5%,-3%
Cc1ccnc(NC(=O)CNC(=O)C23CC4CC(CC(C4)C2)C3)c1,-12%,0.3%,12%,?,8%,nt,11%,7,3%,-4%
O=C(Nc1ccccc1F)N1CCc2ccccc2C1,46%,-0.4%,?,?,3%,3%,?,?,4%,3%
Cc1cccc(NC(=O)CSC2=NN3CCCC(=O)N=C3S2)c1C,-7%,-0.6%,2%,-3%,5%,-5%,-44%,-3,2%,14%
O=C(Nc1ccccc1-c1ccccc1)NC1CC2CCCC(C1)N2Cc1ccc(F)cc1 (stereo unspecified),-49%[inhibitor],-0.9%,-2%,-16%,0%,14%,-42%,6,-7%,-9%
CCn1cc(C(=O)NCC(OC)OC)c(=O)c2cc(S(=O)(=O)N3CCC(C)CC3)ccc21,2%,-0.6%,-2%,2.6µM*,1%,36%[activator],-28%,6,4%,-3%
COc1ccc(C(=O)NNC(=O)Cc2ccc(Cl)cc2)cc1,?,0.2%,0%,1%,-2%,-10%,-2%,-1,1%,-1%
O=C(CN1CCCCC1)NC1CCc2cc3c(cc21)CCC3 (stereo unspecified),-14%,nt,nt,nt,nt,nt,0%,nt,-2%,-2%
COc1ccc(N2CCN(C(=O)C3CCN(C(=O)c4cccc(Cl)c4)CC3)CC2)cc1,15%,0.0%,-3%,-12%,-3%,3%,-24%,1,-6%,2%
O=C(NNC(=O)C1CCCCC1)c1ccco1,15%,0.0%,-4%,10%,3%,2%,1%,2,-7%,nt
CCN(CC)C(=O)CSc1nnc([C@@H](N)C(C)C)o1,-29%,-0.7%,?,15%,3%,-5%,-11%,0,2%,9%
Cc1cc(C(C)(C)C)c(O)c(C)c1CC1=NCCN1,nt,-0.6%,-12%,-17%,1%,0%&-2%,13%,-1,-1%,2%
CCCn1c(=O)c(C(=O)Nc2cccc(C)c2)c(O)c2ccccc21,5%,0.6%,nt,3%,3%,-6%,-3%,-4,-2%,-2%
O=C(Cc1ccc([N+](=O)[O-])cc1)c1ccccc1,-4%,nt,nt,nt,nt,nt,5%,nt,-3%,-4%
CCc1ccc2c(COC(=O)c3n[nH]c4ccccc34)cc(=O)oc2c1,-19%,-0.1%,11%,?,7%,2%,-2%,2,-9%,4%
O=C(Nc1ccc(S(=O)(=O)N2CCCC2)cc1)c1ccc(CN2CCc3ccccc3C2)cc1,-35%,0.3%,4%,-16%,4%,0%,-70%,21,-3%,-3%[46.1 µM]
CC(=O)Nc1ccc(S(=O)(=O)Nc2ccc(S(=O)(=O)N3CCCCCC3)cc2)cc1,-7%,-0.2%,1%,-2%,3%,-2%,1%,-1,-2%,-4%
CN(CC(=O)Nc1ccccc1C(F)(F)F)C(=O)Cn1c(=O)oc2ccccc21,-1%,0.0%,4%,19%,7%,nt,-6%,-3,-4%,-87%
CCn1c(SCC(=O)N2CCCC2)nc2c(c1=O)SC(C)C2 (stereo unspecified),-35%,-0.1%,2%,4%,-2%,-1%,5%,0,-2%,-1%

From PubChem
